# DAX1 inh-1: DAX1 (NR0B1) inhibitors, primary screen, cell-based, HEK293, Gal4-DAX1, luciferase luminescence; 340,000 tested, 0.99% active; AID 504766, 2011; HEK293 Gal4-DAX1 luciferase reporter; inhibition, % at 6.75 µM;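 active means inhibition above the mean over all tested compounds plus 3 SD, cut at about 4.2% in these data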;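 further: 0% = DAX1-transfected cells with DMSO and 100% = empty-vector control cells with DMSO; inhibition shows as a rise in luminescence from relieved DAX1 repression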
# Target sequence (P51843 207-470 limits assumed): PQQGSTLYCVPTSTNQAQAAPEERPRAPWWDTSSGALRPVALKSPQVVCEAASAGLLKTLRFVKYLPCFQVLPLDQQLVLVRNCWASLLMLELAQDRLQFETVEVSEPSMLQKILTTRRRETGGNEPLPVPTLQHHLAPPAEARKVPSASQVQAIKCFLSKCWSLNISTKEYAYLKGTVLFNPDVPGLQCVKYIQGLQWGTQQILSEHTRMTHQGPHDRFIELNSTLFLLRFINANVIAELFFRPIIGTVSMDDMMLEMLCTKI
# hgDAF-12 ag: H. glycines DAF-12 receptor agonists, primary screen, cell-based, luminescence, HEK293, GAL4 fusion, UAS-luciferase; HEK293 GAL4-hgDAF12 UAS-luciferase reporter, agonist luminescence; normalized to butyrate control; activation, % at 6.8 µM; 370,000 tested, 1.8% active; Nuclear hormone receptor DAF-12 (Heterodera glycines), GAL4 fusion;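 active means activation above a cutoff set at the mean of all screened compounds plus 3 SD, cut at about 10% in these data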;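 further: 0% = DMSO wells and 100% = sodium butyrate wells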
# SMARCA2 act: SMARCA2 (BRM) function activators, primary screen, cell-based, luminescence, high throughput. MG213 cells, MMTV-luciferase reporter, dexamethasone, overnight. activation, % at 9.1 µM. 370,000 tested, 1% active; in the data active means activation above about 7.8%;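 further: 0% = vehicle wells and 100% = reference activator wells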
# GC-B act: human GC-B receptor activators, primary screen, HEK293 GC-B cells, cGMP TR-FRET, EC30 CNP. Atrial natriuretic peptide receptor 2 (Homo sapiens), P20594. 0% at EC30 CNP, 100% saturating CNP. activation, % at 10 µM. 370,000 tested, 0.11% active. AID 1920062, 2024;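 active means activation at 10 µM reaching about 35% in either raw or pattern-adjusted values, limit read from the data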
# sPLA2-III inh: human group III sPLA2 inhibitors, primary screen, biochemical, QFRET, BODIPY PC-A2 liposome substrate; Group 3 secretory phospholipase A2 (Homo sapiens), Q9NZ20; QFRET BODIPY PC-A2 liposome hydrolysis, fluorescence; inhibition, % at 12.2 µM; 370,000 tested, 0.56% active;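 active means inhibition above mean plus 3 SD of compounds lying within the high and low control bounds, cut at about 19% in these data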;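 further: 0% = median of test compound wells and 100% = no enzyme DMSO wells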
# ssDAF12 agonist: S. stercoralis DAF-12 nuclear receptor activators, primary screen, cell-based, luminescence, HEK293, GRIP1 co-expression, lit1-tk-luc; HEK293 ssDAF-12/GRIP1 lit1-tk-luc reporter; % of 3 µM dafachronic acid response; AID 652126, 2013; 370,000 tested, 1% active; activation, % at 6.8 µM;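 active means activation above the mean over all tested compounds plus 3 SD, cut at about 0.9% in these data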;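 further: 0% = DMSO-only wells and 100% = 3 µM delta7-dafachronic acid wells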
# hcDAF12 agonist: H. contortus DAF-12 nuclear receptor activators, primary screen, cell-based, luminescence, HEK293, lit1-tk-luc reporter; activation, % at 6.8 µM; 370,000 tested, 1.4% active; HEK293 hcDAF-12 lit1-tk-luc reporter; 0% DMSO, 100% Δ7-dafachronic acid;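 active means activation above the mean of all tested compounds plus 3 SD, cut at about 5.5% in these data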;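 further: 100% = response to 3 µM Δ7-dafachronic acid high control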
# NPR1 activator: GC-A stimulated cGMP production enhancers – HEK293 GC-A cells, cGMP TR-FRET, EC30 ANP, primary screen; 370,000 tested, 0.14% active; Atrial natriuretic peptide receptor 1 (Homo sapiens), P16066; 0% at EC30 ANP, 100% saturating ANP; AID 1671463, 2021; activation, % at 10 µM; in the data active means activation above about 40%
# DAX1 inh-2: DAX1 (NR0B1) inhibitors on StAR promoter, primary screen, cell-based, luminescence, SF-1 (NR5A1), full-length DAX-1; HEK293T StAR-luciferase reporter, SF-1/DAX-1 repression relief; inhibition, % at 6.8 µM; 370,000 tested, 1.1% active; AID 652010, 2013;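 active means inhibition above the mean over all tested compounds plus 3 SD, cut at about 3.6% in these data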;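 further: 0% = DAX-1 cells with DMSO and 100% = cells lacking DAX-1 with DMSO; higher inhibition means more luminescence from relief of DAX-1 repression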
# FXN GAA850 act: FXN promoter activators, primary screen, cell-based, luciferase luminescence, HEK293 lucGAA850; activation, % at 6 µM; 360,000 tested, 0.56% active; HEK293 lucGAA850 FXN promoter luciferase reporter, 24 h; percent of 10 µM SAHA response; AID 540364, 2011;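 active means activation above the average of all compounds screened plus 3 SD, cutoff fixed separately per campaign, cut at about 7.5% in these data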;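 further: 0% = DMSO wells and 100% = 10 µM SAHA wells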
# proKLK7 act: proKLK7 zymogen activators, primary screen, biochemical, fluorescence intensity. activation, % at 7 µM. Kallikrein-7 (Homo sapiens), P49862. 370,000 tested, 0.9% active. purified proKLK7, EDANS-DABCYL substrate fluorescence; 100% is mature enzyme control, 0% vehicle;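 active means activation above the mean of all tested compounds plus 3 SD, computed per campaign excluding outliers beyond control limits, cut at about 13% in these data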
# Target sequence (P49862 whole entry, looked up): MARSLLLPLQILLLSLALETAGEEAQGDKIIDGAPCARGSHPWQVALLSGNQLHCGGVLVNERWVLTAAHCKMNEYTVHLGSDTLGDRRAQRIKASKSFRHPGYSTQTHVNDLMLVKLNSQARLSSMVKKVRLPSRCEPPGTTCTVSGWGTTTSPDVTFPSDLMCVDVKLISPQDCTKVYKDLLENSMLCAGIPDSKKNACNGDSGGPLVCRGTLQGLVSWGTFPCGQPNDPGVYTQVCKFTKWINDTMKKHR
# * = called active by the depositor; / = no result given.
# Under each structure: DAX1 inh-1 | hgDAF-12 ag | SMARCA2 act | GC-B act | sPLA2-III inh | ssDAF12 agonist | hcDAF12 agonist | NPR1 activator | DAX1 inh-2 | FXN GAA850 act | proKLK7 act
1) O=C(COC(=O)c1cccc(O)c1)c1ccccc1
  0.7 | 5.5 | 8.5* | 2 | -20 | 0.1 | 2.7 | 2 | -0.5 | 0.5 | 0.3
2) COC(=O)CC1=C(C(=O)OC)C(c2cccc(OCC(N)=O)c2)C(C#N)=C(N)O1 (stereo unspecified)
  0.5 | 0.2 | 5 | 6 | -1 | -1.5 | 0.1 | 1 | -0.9 | 0.3 | -0.9
3) O=C(NNC(=O)c1ccccc1O)c1cc2ccccc2o1
  2.1 | 5.4 | 2 | -1 | 3 | 1.1* | 4.9 | 5 | 5.6* | 2.4 | -0.2
4) COC(C[C@@H]1O[C@@H]1C(=O)COCc1ccccc1)OC
  0.4 | -1.1 | 1 | 4 | 0 | -1.4 | -0.7 | 2 | 0.0 | 0.3 | 0.5
5) CC1CCC(=NNC(=O)Cc2ccccc2)CC1 (stereo unspecified)
  0.5 | 4.6 | 6 | 3 | -3 | -0.2 | -0.5 | -5 | 0.5 | 1.1 | 0.2
6) O=C(NCc1ccco1)c1cc2sccc2n1Cc1ccc(F)cc1
  0.5 | 1.9 | -2 | -8 | -8 | -1.1 | -0.9 | -8 | -0.9 | 0.8 | -0.5
7) COc1ccccc1N1CCN(C(=O)c2sc3nc(-c4ccc(F)cc4)cn3c2C)CC1
  -1.5 | 4.7 | -3 | 19 | -8 | -1.8 | -3.3 | 12 | -4.8 | -2.6 | 0.4
8) C=CCN1C(=O)CN=C1NCc1ccccc1
  0.5 | 4.6 | -2 | 3 | 0 | -1.1 | -2.0 | 1 | -0.2 | -1.8 | 0.0
9) Cc1ccc(Nc2nc3ccccc3o2)cc1F
  2.2 | 12* | 6 | -7 | -5 | 0.6 | 7.3* | 9 | 4.0* | 3.2 | 0.3
10) CCn1cc(C(=O)N2CCN(c3ccc(F)cc3)CC2)c(=O)c2ccc(C)nc21
  / | 1.4 | -4 | 10 | -4 | -0.9 | -2.1 | 4 | 1.2 | / | -0.7
11) Cc1cc(OCC(=O)NC(C)(C)C)ccc1Cl
  0.3 | 12* | 0 | 0 | 11 | -1.0 | 0.8 | -2 | 0.9 | 4.8 | -0.7
12) Cc1ccc2[nH]cc(CCNC(=O)Nc3ccccc3)c2c1
  -1.1 | -2.8 | 1 | 1 | -62 | -2.2 | -2.4 | 3 | -1.1 | -0.8 | 0.9
13) O=C(c1cc2cc(Br)ccc2o1)N1CCCC1
  1.2 | 0.5 | 3 | -4 | -3 | -0.8 | 0.0 | -4 | 0.8 | 6.0 | 0.8
14) CCCn1c(NC(=O)c2ccccc2)nc2ccccc21
  0.0 | 3.1 | -2 | -7 | 4 | 0.1 | 4.2 | 1 | -0.7 | -0.9 | -0.3
15) CCCNC(=O)c1c(O)c2cccc3c2n(c1=O)CCC3
  0.1 | 2.9 | 2 | -3 | 6 | -0.9 | -0.9 | -1 | 0.1 | 1.2 | 0.2
16) C/C(=N\NC(=O)COc1cccc(Cl)c1)c1ccc2c(c1)OCCO2
  -0.2 | 0.1 | -2 | 6 | -3 | 0.1 | 2.4 | 1 | 0.0 | 0.7 | 0.1
17) Cc1ccc(CNC(=O)CCS(=O)(=O)Cc2ccc(C)cc2)cc1
  0.2 | 2.1 | -2 | 2 | 5 | -1.1 | 1.0 | -2 | 0.4 | -0.8 | -0.9
18) O=C(Nn1c(SCc2ccc([N+](=O)[O-])cc2)nc2ccccc2c1=O)c1ccc(F)cc1
  3.6 | 16* | 1 | -6 | -16 | -0.2 | 2.6 | -2 | 2.1 | 4.0 | 0.4
19) CCN(c1ccc(C)c(C)c1)S(=O)(=O)c1ccc2c(c1)CCN2C(=O)CCC(=O)O
  -0.7 | 0.4 | -2 | -2 | 10 | -1.2 | 0.2 | -1 | 0.5 | 3.0 | -0.7
20) FC(F)(F)c1cccc(-c2nnc(-c3ccccc3)c(N3CCOCC3)n2)c1
  0.5 | 2.4 | -2 | -9 | 4 | -0.8 | -2.0 | -1 | -0.3 | -0.2 | 0.5
21) C[C@H](CO)N1C[C@H](C)[C@@H](CN(C)CC2CC2)Oc2c(NC(=O)Cc3ccccc3)cccc2C1=O
  0.8 | -0.7 | 0 | -2 | -13 | -1.3 | -1.5 | -1 | -0.3 | -1.4 | -0.1
22) Cc1ccccc1OCCCn1c(CO)nc2ccccc21
  -0.9 | 5.0 | -1 | -5 | -1 | -0.3 | 1.0 | -4 | 0.1 | 2.0 | -0.2
23) CN(C)c1ccc(C(=O)Nc2ccc(CN3CCS(=O)(=O)CC3)cc2)cc1
  0.6 | 3.6 | 2 | -3 | -2 | -2.1 | 0.1 | 1 | 0.5 | 1.0 | -0.2

# Single entries from the entries so far:
# In DAX1 inh-2, entry 8 is listed with -0.2
# In hgDAF-12 ag, entry 4 is listed with -1.1
# In NPR1 activator, entry 3 is listed with 5
# In DAX1 inh-2, entry 7 is listed with -4.8
# In proKLK7 act, entry 12 is listed with 0.9
# In DAX1 inh-2, entry 14 is listed with -0.7

# Only ssDAF12 agonist, hgDAF-12 ag and SMARCA2 act (two entries from above):
nr	SMILES	ssDAF12 agonist	hgDAF-12 ag	SMARCA2 act
8	C=CCN1C(=O)CN=C1NCc1ccccc1	-1.1	4.6	-2
9	Cc1ccc(Nc2nc3ccccc3o2)cc1F	0.6	12*	6

# Random excerpt: 6 compounds from above.
# Under each structure: DAX1 inh-1 | hgDAF-12 ag | SMARCA2 act | GC-B act | sPLA2-III inh | ssDAF12 agonist | hcDAF12 agonist | NPR1 activator | DAX1 inh-2 | FXN GAA850 act | proKLK7 act
4) COC(C[C@@H]1O[C@@H]1C(=O)COCc1ccccc1)OC
  0.4 | -1.1 | 1 | 4 | 0 | -1.4 | -0.7 | 2 | 0.0 | 0.3 | 0.5
9) Cc1ccc(Nc2nc3ccccc3o2)cc1F
  2.2 | 12* | 6 | -7 | -5 | 0.6 | 7.3* | 9 | 4.0* | 3.2 | 0.3
13) O=C(c1cc2cc(Br)ccc2o1)N1CCCC1
  1.2 | 0.5 | 3 | -4 | -3 | -0.8 | 0.0 | -4 | 0.8 | 6.0 | 0.8
10) CCn1cc(C(=O)N2CCN(c3ccc(F)cc3)CC2)c(=O)c2ccc(C)nc21
  / | 1.4 | -4 | 10 | -4 | -0.9 | -2.1 | 4 | 1.2 | / | -0.7
8) C=CCN1C(=O)CN=C1NCc1ccccc1
  0.5 | 4.6 | -2 | 3 | 0 | -1.1 | -2.0 | 1 | -0.2 | -1.8 | 0.0
11) Cc1cc(OCC(=O)NC(C)(C)C)ccc1Cl
  0.3 | 12* | 0 | 0 | 11 | -1.0 | 0.8 | -2 | 0.9 | 4.8 | -0.7
